NOD1 NF-kB reporter: NOD1 signaling inhibitors, primary screen, cell-based, luminescence, uHTS (AID 1578); NOD1-driven NF-kB luciferase reporter cells, luminescence; higher % means a stronger effect; inhibition, % at 4 µM, or EC50 in µM where a hit was titrated; hit rate 1% among 290,000; in the data active = inhibition mostly above about 36%, no sharp cut-off; inactive = mostly below about 34%;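 also: HEK-293T reporter cells stimulated with the NOD1 agonist gamma-tri-DAP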
TNAP activators: human TNAP enzyme activators, primary screen, biochemical, luminescent, no phosphate acceptor, uHTS (AID 1001); hit rate 0.03% among 200,000; activation fold at 20 µM; hits with a dose series show EC50 in µM; purified TNAP, luminescent activation assay, no phosphate acceptor; higher activation fold means a stronger effect; in the data active = activation fold from about 3, or a potency from the dose series; inactive = the rest, 99 in 100 with activation fold below about 1.6; also: many of its hits are not listed in these tables
LYP phosphatase: PTPN22 lymphoid phosphatase activity blockers – biochemical, fluorescence intensity, uHTS (AID 1779) | recombinant LYP phosphatase, fluorescence intensity; higher % means a stronger effect | inhibition, % at 11.5 µM, or IC50 in µM where a hit was titrated | hit rate 0.054% among 290,000;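 also: plate controls were vehicle with enzyme for no effect and no enzyme for full effect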
KOR beta-arrestin-1: kappa opioid receptor activators – cell-based, luminescence, uHTS, primary screen (AID 1777); KOR beta-arrestin recruitment, luminescence; higher % means a stronger effect; hit rate 0.02% among 280,000; activation, % at 10 µM, or EC50 in µM where a hit was titrated; in the data active = activation above about 50%, passing the limit was not always enough; also: a part of the inactive calls stands beside numbers as strong as those of hits
human PMI inhibitors: human PMI inhibitors, high substrate, primary screen, biochemical, fluorescence intensity, high mannose 6-phosphate (AID 1220) | recombinant PMI enzyme, coupled fluorescence intensity; higher % means a stronger effect | inhibition, % at 20 µM, or IC50 in µM where a hit was titrated | hit rate 0.66% among 190,000
KOR beta-arrestin-2: KOR antagonists, beta-arrestin recruitment, cell-based, luminescence, uHTS (AID 1778); KOR beta-arrestin recruitment, luminescence, antagonist mode; higher % means a stronger effect; inhibition, % at 10 µM, or IC50 in µM where a hit was titrated; hit rate 0.091% among 290,000; also: strong numbers were not always called active
HEK293 NOD2/NF-kB: NOD2 signaling inhibitors, cell-based, luminescence, uHTS, HEK293 (AID 1566); HEK293 NOD2/NF-kB luciferase reporter, luminescence; higher % means a stronger effect; hit rate 0.63% among 290,000; inhibition, % at 4 µM; hits with a dose series show EC50 in µM; also: many of its hits are not listed in these tables
XIAP displacement: XIAP antagonists, biochemical, IAP family, fluorescence polarization (AID 1018); XIAP BIR domain, fluorescence polarization peptide displacement; higher % means a stronger effect; one-dose displacement, % at 20 µM; IC50 in µM for titrated hits; hit rate 0.007% among 200,000; in the data active = displacement above about 50%; also: a part of the inactive calls stands beside numbers as strong as those of hits
human PMI inhibition: inhibitors of human PMI, primary screen, biochemical, fluorescence intensity, coupled assay (AID 1209) | purified PMI enzyme, coupled fluorescence intensity; higher % means a stronger effect | one-dose inhibition, % at 20 µM; IC50 in µM for titrated hits | hit rate 0.42% among 190,000;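 also: plate controls were DMSO vehicle for no effect and wells lacking substrate for full effect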
* marks the source's active call; other numbers are inactive results; . = not tested or not shown; [ ] = remark or other dose. Rule as the data show it, unless noted: active = inhibition above about 50%; inactive = the rest. The list is partial, so the mix of outcomes need not match the whole.

| NOD1 NF-kB reporter | TNAP activators | LYP phosphatase | KOR beta-arrestin-1 | human PMI inhibitors | KOR beta-arrestin-2 | HEK293 NOD2/NF-kB | XIAP displacement | human PMI inhibition | SMILES |
| --- | --- | --- | --- | --- | --- | --- | --- | --- | --- |
| 4.4% | 1 | -4.1% | -0.7% | -8.9% | 7.8% | 0.2% | -8.5% | -2.3% | CCCCn1c(SCC(=O)Nc2cc(C)on2)nnc1-c1ccco1 |
| -4.7% | 1.1 | -5.0% | 0.2% | -2.8% | 11.1% | 1.0% | -0.3% | -1.6% | Cc1cc(N(CC(=O)O)S(C)(=O)=O)ccc1Br |
| 17.7% | 1.1 | -2.9% | 5.6% | 9.1% | -15.2% | 18.1% | -4.1% | 11.2% | CCOC(=O)c1ccccc1NS(=O)(=O)c1ccc(C)cc1 |
| -46.2% | 1.1 | -2.9% | -0.3% | 4.0% | -27.2% | 25.6% | -5.7% | 1.7% | C=CCNC(=O)NC(=O)COC(=O)c1nc2nccc(C)n2n1 |
| 13.8% | . | -6.2% | 3.9% | . | 32.1% | 10.5% | . | . | CN(Cc1nccs1)C(=O)CC1C(=O)NCCN1Cc1ccc(-c2ccccc2)cc1 (configuration not stated) |
| 8.9% | . | -8.9% | 7.4% | . | -30.5%[20 µM] | 7.8% | . | . | O=C(CSc1ccc(C(F)(F)F)cc1[N+](=O)[O-])N1CCOCC1 |
| -33.8% | 1.1 | 1.8% | 0.9% | 0.4% | -9.3% | 10.2% | -6.8% | -0.6% | COc1ccc(NC(=O)C(=O)NCCN2CCN(C(=O)c3ccco3)CC2)cc1 |
| -14.3% | 1.1 | -3.7% | -2.1% | 2.2% | -9.4% | 6.6% | -5.1% | 3.6% | CCn1cc(C(=O)OC)c(=O)c2cc(S(=O)(=O)N(C)C3CCCCC3)ccc21 |
| -21.7% | 1 | 1.0% | -1.0% | 6.2% | -9.1% | 26.7% | -7.0% | 13.4% | CCOC(=O)c1cnc(SC)nc1Oc1cccc(NC(=O)c2cccc(Cl)c2Cl)c1 |
| -17.4% | 1 | -2.6% | 5.3% | 23.5% | -3.3% | 5.9% | -5.4% | 13.3% | CN(C)S(=O)(=O)c1cc(NC(=O)[C@H](Cc2ccccc2)N2C(=O)c3ccccc3C2=O)ccc1Cl |
| -37.8% | . | -6.1% | 2.6% | . | -3.0% | -27.5% | . | . | Cc1ccc(OCc2cc(C(=O)N3CCN(C)C[C@@H]3c3ccccc3)no2)cc1C |
| -25.5% | 1 | 1.9% | 0.4% | -6.6% | -6.2% | 8.8% | -2.0% | -1.7% | COc1ccc(C(=O)CSc2nnc(CN3CCCC3)n2-c2ccc(F)cc2)c(OC)c1 |
| 13.4% | . | -11.2% | -0.8% | . | 0.4% | 7.0% | . | . | CCC(C(=O)NCc1ccco1)N(C(=O)CNS(=O)(=O)c1ccc(F)cc1)c1ccccc1F (configuration not stated) |
| -6.3% | 1.1 | -2.0% | -3.5% | -4.6% | 4.3% | 3.4% | -2.0% | -4.5% | CCC(C)(c1ccc(C=O)s1)c1ccc(C=O)s1 |
| -76.9% | . | 3.5% | 9.3% | . | 23.7% | -55.6% | . | . | Cc1nc(C(C)NC(=O)c2cc(COc3ccc(C)c(C)c3)on2)c(C)s1 (configuration not stated) |
| -2.8% | 1.1 | -3.0% | 9.5% | 56.5%* | 1.4% | -29.2% | -4.0% | 23.2% | COc1ccc(C(C)=O)c2c(O)cccc12 |
| -43.3% | . | -10.0% | -2.4% | . | -15.5% | 9.2% | . | . | O=C(CSc1nc2ccccc2c(=O)[nH]1)N1CCN(c2ccccc2F)CC1 |
| -18.7% | 1.1 | -2.3% | -0.5% | -2.2% | -9.3%[20 µM] | -0.8% | -5.2% | -6.0% | CS(=O)(=O)Nc1nnc(C2CCCC2)s1 |
| -37.5% | 1 | 8.0% | 1.0% | -2.3% | -10.2% | -5.3% | -12.3% | -5.3% | CC(C)Cn1c(N)c(C(=O)COC(=O)c2cc(C3CC3)nc3ccccc23)c(=O)n(C)c1=O |
| 5.5% | . | -11.7% | 6.4% | . | -5.4% | 14.6% | . | . | CCOc1cccc(-c2nnc(SCC(=O)NC3CC3)n2C)c1 |
| 14.7% | 1.1 | -10.9% | 2.2% | 11.8% | 20.6% | 18.0% | -9.4% | 11.1% | Cc1ccc(SCCNS(=O)(=O)c2ccc3c(c2)OCCO3)cc1 |
| . | 0.7 | -5.7% | -1.0% | -17.1% | -85.3% | . | 1.7% | 0.7% | COC(=O)c1ccc2c(c1O)C(=O)c1ccccc1C2=O |
| . | 2.6 | -1.2% | -4.0% | . | 9.4% | 15.3% | -10.6% | 75.0%* | CCOc1cc(CNc2ccc3[nH]c(=O)[nH]c3c2)ccc1OCC(=O)NC(C)(C)C |
| -2.2% | 1.1 | -4.9% | -2.6% | 2.7% | 8.9% | -19.7% | -1.6% | 4.4% | C=COCCn1c(=N)n(CCC)c2ccccc21 |
| -24.5% | 1.1 | 6.7% | -3.1% | 10.4% | 12.8% | -12.4% | -3.2% | 8.4% | Cc1cccc(N=C2NC(=O)S/C2=C\c2ccco2)c1 |
| -14.4% | . | -13.3% | -3.3% | . | 19.5% | 8.3% | . | . | COc1ccc(CCNC(=O)c2nnn(CC(=O)Nc3ccc(C)cc3C)c2N)cc1OC |
| -24.2% | 1 | 0.0% | 2.8% | -7.1% | -17.2% | 17.3% | -1.7% | -7.0% | c1ccc(-n2nnnc2-c2cnc(-c3cccnc3)nc2-c2cccs2)cc1 |
| 3.4% | 1.1 | -1.8% | 4.8% | -3.7% | -31.0% | 8.4% | -0.9% | 2.3% | COc1ccc(N2C(=O)NC3CC2(C)Oc2ccccc23)cc1OC (configuration not stated) |
| -26.2% | 1 | 2.8% | -4.0% | 4.0% | 3.9% | 8.6% | -7.1% | 5.5% | CN(Cc1ccccc1)C(=O)COC(=O)C1=NNC(=O)CC1 |
| -10.4% | 1 | -3.4% | 7.7% | 12.0% | -6.1% | 2.8% | -10.1% | 13.5% | COCC(C)NC(=O)c1cccc(Cl)c1 (configuration not stated) |
| -9.4% | 2.3 | -4.6% | -7.6% | 0.9% | -29.7%[20 µM] | 8.2% | -1.2% | 5.5% | COc1ccc(Cl)cc1NC(=S)NNC(=O)CC(C)C |
| 56.5% | . | -3.3% | -5.7% | . | -14.8%[20 µM] | 15.0% | . | . | COc1ccc(Cl)cc1NC(=O)c1cc(S(=O)(=O)N2CCCC2)cn1C |
| -7.1% | . | -0.1% | -1.3% | . | -0.3% | -8.0% | . | . | COc1ccc(N2CC(C(=O)Nc3nc4ccc(OC)cc4s3)CC2=O)cc1 (configuration not stated) |
| -28.9% | 1 | -7.8% | -4.3% | 1.9% | 18.4%[20 µM] | -3.3% | -2.3% | 4.7% | CCCCC(=O)N(Cc1ccc2c(c1)OCO2)Cc1nc2ccccc2c(=O)[nH]1 |
| -8.9% | . | -2.8% | 9.6% | . | 3.6% | -1.1% | . | . | Cc1c(O)nc2ccccn2c1=O |
| -13.3% | 1 | 1.1% | 5.2% | 4.8% | 2.6% | -17.5% | -7.1% | 7.6% | COC(=O)[C@H](Cc1ccccc1)NC(=O)Nc1ccc(C)cc1 |
| -47.0% | 1.7 | -1.0% | -5.9% | -19.9% | -4.1% | -19.5% | -13.4% | -34.6% | O=C(N/C=C/c1ccco1)OCc1ccccc1 |
| -51.4% | 1 | -4.6% | -3.7% | 1.6% | -1.0% | -2.7% | -3.6% | 4.7% | COc1ccc(Cn2c(=S)[nH]c3cc(C(=O)NCc4cccnc4)ccc3c2=O)cc1 |
| -35.1% | . | -0.1% | 0.4% | . | 6.7% | 4.1% | . | . | O=C(O)c1ccccc1/C=N/NC(=O)C1CCCC1 |
| -25.8% | . | -6.1% | 0.6% | . | -7.4% | -38.8% | . | . | COCCCNc1nc2c(-c3ccc(C)cc3)nnn2c2ccccc12 |
| -35.1% | . | -4.2% | 3.4% | . | -29.1% | -18.2% | . | . | Cc1ccc(NC(=O)CN(C)C(=O)c2ccc(Cl)nc2)cc1 |
| -1.8% | 1 | 22.7% | 2.5% | -2.4% | 25.2% | 11.1% | -9.3% | 20.0% | CC1=C(C(=O)OC(C)C)C(c2cccs2)NC(=S)N1 (configuration not stated) |
| 0.6% | . | 4.2% | 2.6% | . | -55.1% | 25.2% | . | . | CNC(=S)N/N=C/c1c(C)c(C(=O)c2ccc(F)cc2)n2ccccc12 |
| -12.8% | 1.2 | 0.6% | -6.1% | 8.8% | -17.0% | 3.8% | 0.1% | 12.1% | COc1cc(S(=O)(=O)Nc2ccccc2)ccc1N=Cc1c(C)[nH]n(-c2ccc(C)cc2)c1=O |
| -34.7% | 1.1 | -5.0% | 1.9% | -11.4% | -42.2% | 6.6% | -8.0% | 0.1% | COc1ccc(/C=N/NC(=O)Cn2cc(C(F)(F)F)ccc2=O)cc1 |
| -45.9% | . | -9.0% | 0.4% | . | -3.5% | 8.6% | . | . | O=C(CN1CCN(S(=O)(=O)c2ccccc2)CC1)Nc1ccccc1Cl |
| 1.6% | 1 | 2.0% | 7.7% | -72.9% | 2.3%[20 µM] | 20.9% | -6.3% | -42.4% | CSc1nnc(-c2cc(Br)ccc2N=Cc2c(C)[nH]n(-c3ccccc3)c2=O)c(=O)[nH]1 |
| -2.6% | 1 | 1.1% | 3.4% | 9.3% | 23.7% | 16.5% | -3.3% | 21.7% | Cc1nc(SCC(=O)Nc2cc(Cl)ccc2[N+](=O)[O-])nc(C)c1C |
| 4.1% | 1.1 | -6.0% | 0.3% | 14.0% | -30.6%[20 µM] | 22.9% | 10.6% | 13.0% | COc1cc2c(cc1OC)C(C)N(C(=S)NC(=O)c1ccccc1)CC2 (configuration not stated) |
| -3.3% | 1.1 | -6.2% | -1.2% | -11.6% | 30.3% | 26.3% | -0.6% | -5.9% | CC(=O)Nc1nc(Cn2nnc(-c3ccc4c(c3)OCO4)n2)nc(N(C)C)n1 |
| 24.1% | . | -1.6% | 14.1% | . | -47.9% | 14.1% | . | . | CCc1nc(C)c(C(=O)N2CCCC(C(=O)Nc3cccc(-c4cccc(C)c4)c3)C2)o1 (configuration not stated) |
| -53.1% | 0.7 | 53.3%* | -2.8% | 22.1% | -44.9% | 25.4% | -22.1% | -35.4% | CCOC(=O)c1sc2nc3c(SCCC(=O)O)cc(C(=O)c4cc(OC)ccc4O)cn3c(=O)c2c1C |
| 0.6% | . | -5.6% | -1.0% | . | 9.9% | 16.3% | . | . | COc1ccc(CS(=O)(=O)CC(C)(O)c2ccccc2)cc1 (configuration not stated) |
| 6.9% | 1 | -10.5% | 0.4% | 5.4% | 10.7% | 19.3% | -0.8% | 6.7% | Cc1ccc(Sc2c([N+](=O)[O-])ncn2C)cc1 |
| -17.2% | 1.1 | -6.4% | 3.1% | 6.8% | -34.0% | -11.0% | -3.8% | 17.8% | N#Cc1ccc(-c2ccc(OCC(=O)NCCc3ccccc3)cc2)cc1 |
| -31.8% | 1.1 | -2.5% | -0.6% | -5.9% | 12.6% | 9.0% | -26.3% | -7.7% | O=C(Cn1cc(CCO)nn1)N1CCNCC1 |

Copied from the results shown for reference:
| NOD1 NF-kB reporter | TNAP activators | LYP phosphatase | KOR beta-arrestin-1 | human PMI inhibitors | KOR beta-arrestin-2 | HEK293 NOD2/NF-kB | XIAP displacement | human PMI inhibition | SMILES |
| --- | --- | --- | --- | --- | --- | --- | --- | --- | --- |
| -45.9% | . | -9.0% | 0.4% | . | -3.5% | 8.6% | . | . | O=C(CN1CCN(S(=O)(=O)c2ccccc2)CC1)Nc1ccccc1Cl |
| 1.6% | 1 | 2.0% | 7.7% | -72.9% | 2.3%[20 µM] | 20.9% | -6.3% | -42.4% | CSc1nnc(-c2cc(Br)ccc2N=Cc2c(C)[nH]n(-c3ccccc3)c2=O)c(=O)[nH]1 |
